Assay outcomes: PubChem, several laboratories
GDH-TPI inh – GDH-TPI coupling enzyme inhibitors, primary screen, artefact control for M. tuberculosis FBA inhibitor project, biochemical, absorbance, full deck | GDH-TPI coupled enzyme counterscreen, NADH absorbance | inhibition, % at 4.8 µM | 360,000 compounds, 1.2% hits | AID 588335, 2011; in the data active = inhibition above about 30%;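 also: 0% = DMSO wells and 100% = wells lacking the enzyme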
Mtb BioA inh – M. tuberculosis BioA enzyme inhibitors, primary screen, biochemical, plate reader, single point, HTS | purified M. tuberculosis BioA enzyme | 360,000 compounds, 0.096% hits | inhibition, % at 9.99 µM | AID 602481, 2012 | 7,8-diaminopelargonic acid synthase BioA (Mycobacterium tuberculosis); in the data active = inhibition above about 40%
PfHsp40 yeast – rescue of yeast from PfHsp40 toxicity, primary screen, S. cerevisiae, ATP luminescence. growth rescue, % at 12.5 µM. S. cerevisiae expressing PfHsp40, growth rescue. 340,000 compounds, 0.68% hits; in the data active = growth rescue above about 28%, passing the limit was not always enough;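 also: yeast W303a lacking pdr1 and pdr3 grown in galactose medium; growth measured after three days at 30 °C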
Vc quorum ag – inducers of Vibrio cholerae quorum light production without autoinducers, primary screen, BH1578 luxS cqsA deficient, single point. V. cholerae BH1578 lux reporter, luminescence, 6 h. activation, % at 18.7 µM. 350,000 compounds, 0.16% hits; in the data active = activation mostly above about 9.7%, no sharp cut-off; also: not every result past the cut was called active; inactives centre near 0; reference of the scale not given here
FBA Mtb inh – Mtb FBA enzyme inhibitors, primary screen, biochemical, fluorescence, strain H37Rv. purified M. tuberculosis FBA, fluorescence read-out. inhibition, % at 1 µM. 360,000 compounds, 2.3% hits; in the data active = inhibition above about 27%;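 also: 0% = vehicle and 100% = reference inhibitor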
Target sequence (P9WQA3 whole entry, looked up): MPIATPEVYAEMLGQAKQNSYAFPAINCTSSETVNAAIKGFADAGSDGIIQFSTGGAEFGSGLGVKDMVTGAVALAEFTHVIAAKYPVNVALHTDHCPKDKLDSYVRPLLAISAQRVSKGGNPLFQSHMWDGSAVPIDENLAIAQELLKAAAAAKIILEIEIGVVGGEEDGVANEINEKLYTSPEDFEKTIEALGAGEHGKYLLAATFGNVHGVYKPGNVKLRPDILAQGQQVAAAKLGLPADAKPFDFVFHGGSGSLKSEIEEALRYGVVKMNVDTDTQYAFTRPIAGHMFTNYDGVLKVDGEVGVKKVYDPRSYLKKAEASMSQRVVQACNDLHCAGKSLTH
Y pestis TopoI – Yersinia pestis topoisomerase I inhibitors, primary screen, biochemical, cleavage product accumulation, plate reader, single point | DNA topoisomerase I (Yersinia pestis CO92) | Y. pestis Topo-I cleavage product accumulation | activity, % at 10 µM | 360,000 compounds, 0.064% hits | AID 504884, 2011; in the data active = activity above about 50%, passing the limit was not always enough; also: inactives centre near 2
UGM FP inh – M. tuberculosis UGM enzyme inhibitors, primary screen, biochemical, fluorescence polarization, single point; UDP-galactopyranose mutase (Mycobacterium tuberculosis (strain ATCC 25618 / H37Rv)), …; purified UGM, fluorescence polarization probe displacement; inhibition, % at 10 µM; 320,000 compounds, 0.06% hits; AID 504406, 2011; in the data active = inhibition above about 10%, passing the limit was not always enough
Target sequence (P9WIQ1 whole entry, looked up): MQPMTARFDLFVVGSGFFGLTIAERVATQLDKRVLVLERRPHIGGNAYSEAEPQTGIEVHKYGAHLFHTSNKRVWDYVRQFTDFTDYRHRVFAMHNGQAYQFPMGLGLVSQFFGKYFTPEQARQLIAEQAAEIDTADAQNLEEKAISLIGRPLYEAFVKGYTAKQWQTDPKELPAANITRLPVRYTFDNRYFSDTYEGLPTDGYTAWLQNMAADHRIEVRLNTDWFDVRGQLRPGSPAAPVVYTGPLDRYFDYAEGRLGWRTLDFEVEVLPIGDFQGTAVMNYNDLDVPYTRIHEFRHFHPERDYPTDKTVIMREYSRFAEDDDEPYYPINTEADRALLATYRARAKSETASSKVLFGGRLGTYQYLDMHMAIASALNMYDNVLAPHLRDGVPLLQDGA
TcdB inh – TcdB glycohydrolase inhibitors, primary screen, biochemical, single point, plate reader | Toxin B (Clostridioides difficile), P18177 | TcdB glycohydrolase enzymatic assay | inhibition, % at 9.99 µM | 350,000 compounds, 0.24% hits | AID 652162, 2013; in the data active = inhibition above about 10%
FadD28 binding – inhibitors of FadD28 bisubstrate probe binding, primary screen, biochemical, fluorescence polarization, single point. 360,000 compounds, 0.22% hits. inhibition, % at 12.5 µM. AID 588549, 2011. Mycobacterium tuberculosis FadD28 fatty-acid-AMP ligase; in the data active = inhibition above about 8.5%, passing the limit was not always enough
An asterisk follows results filed as active; i = inactive; · = not tested or not shown; & = joins results of further samples.

Value order – PfHsp40 yeast	Y pestis TopoI	FBA Mtb inh	UGM FP inh	Mtb BioA inh	TcdB inh	FadD28 binding	Vc quorum ag	GDH-TPI inh
CCC(NC(=O)Nn1cnnc1)(C(F)(F)F)C(F)(F)F
    -0.9	6	-2	-0.3	-1.2	·	0.3	·	10
COCCNC(=O)NC(=O)COC(=O)C1(c2ccc(Cl)cc2)CC1
    -1.5	5	1	1.3	·	-0.7	-1.1	-0.4	-1
COC(=O)c1cc(OC)c(OC)cc1NC(=S)N1CCN(C)CC1
    -1.2	5	1	-5.7	-0.1	·	-0.6	2.0	8
O=C(Nc1cccc(C(=O)O)c1)/C(=C\c1ccccc1)NC(=O)c1cccc2ccccc12
    2.1	-9	-1	-0.1	·	1.1	-3.0	-0.5	-6
C/C(=N/NC(=O)c1cnccn1)c1cccs1
    -1.2	-4	-1	1.1	2.0	·	-1.3	-0.2	19
O=C(Cc1ccccc1[N+](=O)[O-])Nc1ccccc1C(=O)N1CCCC1
    -1.9	4	1	4.4	·	1.4	0.1	0.1	3
CCOc1cc(NC(=O)c2ccccc2C)c(OCC)cc1NC(=O)C1=Cc2ccccc2OC1
    0.0	-1	0	-2.3	-0.9	·	-0.6	-0.2	1
COCCSc1ccccc1C(=O)N1CCN(Cc2ccccc2)CC1
    0.3	4	1	-1.7	0.5	1.3	-1.7	i	-1
COc1ccc(NC(=O)CC2SC(=NCC3CCCO3)NC2=O)c([N+](=O)[O-])c1 (centres undefined)
    -0.7	-2	-3	0.9	·	-1.1	-1.1	-0.4	2
CC1(C)CC(NC(=O)C23CCC(C)(C(=O)C2)C3(C)C)CC(C)(C)N1 (centres undefined)
    1.7	3	-1	3.9	-0.5	·	-0.4	1.4	2
CN(C(=O)Cc1ccc2c(c1)OCO2)C1CCCN(Cc2ccccc2F)C1 (centres undefined)
    0.5	21	1	-0.1	2.7	0.9	-3.8	-0.3	-1
COc1ccc(CCN(Cc2ccccn2)C(=S)Nc2ccc(C)cc2)cc1OC
    -0.1	14	-1	-2.8	-0.9	0.6	0.3	-1.1	5
Cc1ccc2c(c1)C1CN(C)CCC1N2C(=O)c1ccc(Br)o1 (centres undefined)
    -1.7	2	2	3.9	-1.6	·	-2.3	-0.7	1
CN1C(=O)N(C)C(=O)C2(Cc3cc(NC(=O)c4ccc(F)cc4)ccc3N3CCCC32)C1=O (centres undefined)
    0.2	16	3	0.3	-0.9	-0.8	-2.0	-11	5
CCOc1cccc(C(=O)NC(=S)Nc2ccc(N3CCN(CC)CC3)cc2)c1
    -0.6	-12	1	0.5	-0.4	-1.4	-0.7	-0.3	0
O=C(Nc1ccc2c(c1)OCCO2)c1ccc2nccnc2c1
    0.7	-1	2	1.3	14	-0.7	-2.3	i	21
CCN(CC)C(=O)C1=C(C)N(Cc2ccc(F)cc2)C(=O)C(CC(=O)NC2CCCCC2)C1 (centres undefined)
    ·	-7	1	·	-1.0	-0.6	-1.2	-0.2	11
Cc1cc(C)c(C(=O)NC2CCCc3c2cnn3-c2cccc(C)c2C)o1 (centres undefined)
    -1.0	29	5	-1.1	0.6	0.3	2.2	i	3
Cc1ccc(NC(=O)CSCC(=O)NCc2ccco2)cc1
    0.8	-10	0	2.1	·	0.4	-3.6	i	2
O=C(CC1CCCC1)N1CCN(S(=O)(=O)c2cccc(F)c2)CC1
    -0.8	1	1	·	0.6	1.1	-4.2	-1.5	-8
CCOC(=O)c1ccc(-n2c(C)nc3ccc(Br)cc3c2=O)cc1
    -0.7	0	0	1.8	·	-0.2	-2.2	-0.2	-7
COc1ccc(/C=C2\CCC(C3CCCC3)C2=O)cc1Cn1nc(C)cc1C (centres undefined)
    0.1	4	-1	2.4	·	·	-0.4	-0.1	14
N#Cc1c2c(c(-c3ccccc3Cl)[nH]c1=S)CCCC2
    1.0	7	-2	·	·	3.4	1.0	-0.3	10
O=[N+]([O-])c1cccc(CCl)c1
    -1.7	-3	2	0.6	-0.2	·	-1.8	-0.3	4
COc1ccc(C(=O)N2CCN(C(=O)Cc3ccccc3)CC2)cc1
    0.7	4	-1	-0.7	·	0.5	-1.3	i	-2
COc1ccc(Cn2nnnc2C(c2cccs2)N2CCN(c3ccc([N+](=O)[O-])cc3)CC2)cc1 (centres undefined)
    2.1	-2	-16	0.7	-1.0	·	-2.6	-2.9	6
CN(C(=O)c1ccc(NC(=O)Cc2cccc(NC(=O)C3CCN(C(=O)C4CCCC4)CC3)c2)cc1)C1CC1
    -2.1	19	-1	·	1.4	0.2	-3.4	1.4	0
C[C@@H]1CN([C@@H](C)CO)C(=O)CCCn2nncc2CO[C@H]1CN(C)C
    ·	5	-1	·	-0.4&-1.4	-0.7&0.8	-2.3	2.1	-5
COc1ccc(Oc2c(C)oc3c(CN4CCOCC4)c(O)ccc3c2=O)cc1
    -1.3	5	20	0.0	·	·	-0.9	i	24
CCN(CC)S(=O)(=O)c1ccc(OC)c(NC(=O)OCc2ccccc2)c1
    1.1	36	1	1.7	3.1	0.7	-3.4	-1.3	-12

Single records (already shown). Values in the order: PfHsp40 yeast, Y pestis TopoI, FBA Mtb inh, UGM FP inh, Mtb BioA inh, TcdB inh, FadD28 binding, Vc quorum ag, GDH-TPI inh
CCN(CC)S(=O)(=O)c1ccc(OC)c(NC(=O)OCc2ccccc2)c1 in the list: 1.1, 36, 1, 1.7, 3.1, 0.7, -3.4, -1.3, -12
C[C@@H]1CN([C@@H](C)CO)C(=O)CCCn2nncc2CO[C@H]1CN(C)C in the list: ·, 5, -1, ·, -0.4&-1.4, -0.7&0.8, -2.3, 2.1, -5
COc1ccc(Cn2nnnc2C(c2cccs2)N2CCN(c3ccc([N+](=O)[O-])cc3)CC2)cc1 (centres undefined) in the list: 2.1, -2, -16, 0.7, -1.0, ·, -2.6, -2.9, 6
N#Cc1c2c(c(-c3ccccc3Cl)[nH]c1=S)CCCC2 in the list: 1.0, 7, -2, ·, ·, 3.4, 1.0, -0.3, 10

Going on with the list:
Value order – PfHsp40 yeast	Y pestis TopoI	FBA Mtb inh	UGM FP inh	Mtb BioA inh	TcdB inh	FadD28 binding	Vc quorum ag	GDH-TPI inh
CC(C)CNC(=O)c1cccc2c(-c3cccnc3)coc12
    ·	8	1	·	8.4	0.9	-1.3	-0.7	1
COc1cccc(C(=O)Nc2ccc(N3CCN(C(=O)c4cccs4)CC3)cc2)c1
    0.7	10	2	0.8	8.4	1.3	-0.2	i	-5
CC(C)C(=O)NC(Nc1cc(C(F)(F)F)ccc1Cl)C(Cl)(Cl)Cl (centres undefined)
    -0.8	-4	-5	2.2	0.4	·	-6.9	-0.6	-4
CC(=O)N1CC[n+]2c(-c3ccc([N+](=O)[O-])cc3)csc21
    -0.2	0	-4	1.0	-0.8	0.4	-0.9	-0.7	8
CNC(=O)c1[nH]cnc1C(=O)N[C@@H](C)C(=O)OCc1ccccc1
    0.5	-5	5	-5.1	-0.1	2.8	0.1	-0.6	16
CCN(C(=O)COC(=O)c1sccc1C)c1c(N)n(Cc2ccccc2)c(=O)[nH]c1=O
    1.2	2	0	1.1	-0.9	-5.1	-1.2	i	9
O=C(NCCN1CCOCC1)C1CCN(c2nc3ccccc3o2)CC1
    -2.6	0	2	4.3	-0.1	1.5	-0.6	i	18
N#Cc1c(SCC(=O)Nc2nccs2)sc2c(O)cc(=O)[nH]c12
    0.1	7	-2	3.0	-0.4	-0.5	3.0	-0.5	9
O=C(Cn1ncc2c(=O)oc3ccccc3c21)NCCCN1CCCC1=O
    0.3	-10	4	0.0	-2.1	0.6	-0.2	-0.3	9
CCCCCCn1c(N2CCN(c3ccccc3)CC2)nc2c1c(=O)[nH]c(=O)n2C
    -0.1	30	-1	1.0	-1.1	·	0.1	i	-5
COc1ccccc1NC(=O)c1ccc(NC(=O)COC(=O)CC(NC(=O)c2ccccc2Cl)c2ccccc2)cc1 (centres undefined)
    -0.5	1	4	2.0	·	-0.5	-0.2	-0.8	9
Cc1cc(=O)[nH]c(N/N=C/c2ccc(Cl)c([N+](=O)[O-])c2)n1
    -1.5	0	-2	1.2	·	0.9	-1.8	-0.2	9
CC(=O)Oc1ccc(Cn2c(C)c(C(=O)NCc3cccc(C(F)(F)F)c3)sc2=O)cc1
    ·	43	1	·	0.5	0.2	-4.3	i	9
CC1(C)CC(=O)C2=C(C1)OC1=C(C2)C(=O)CC(C)(C)C1
    1.9	4	2	-0.2	·	·	0.2	-4.2	2
CCC1(c2ccc(F)cc2)NC(=O)N(CC(=O)N2c3ccccc3NC(=O)CC2C)C1=O (centres undefined)
    -0.2	3	20	-1.5	-0.2	0.7	-0.1	i	8
COc1ccc(Cc2nnc(NC(=O)Nc3ccc(C)cc3)s2)cc1OC
    0.0	0	-2	-0.7	-0.4	0.8	-2.0	0.8	9
CCOc1ccc(OCCCC(=O)Nc2cc(S(=O)(=O)N3CCOCC3)ccc2N2CCOCC2)cc1
    0.1	15	2	·	0.4	0.9	-1.2	-3.7	10
COc1ccccc1N1C(=O)CC(Nc2ccc(N3CCOCC3)cc2)C1=O (centres undefined)
    4.5	-2	-4	-0.6	-1.5	·	0.1	14	7
Clc1ccc(SCCOCCN2CCOCC2)cc1
    -0.3	-2	2	2.8	-0.3	3.5	-2.9	i	-7
Cc1ccc(CSc2nnc(CCNC(=O)OC(C)(C)C)o2)cc1
    0.5	-3	-1	-1.7	0.7	2.1	-3.5	-0.6	-8
Cn1c(=O)c2c(nc(CN3CCN(Cc4ccccc4)CC3)n2Cc2ccc(F)cc2)n(C)c1=O
    -0.5	24	-1	-2.1	0.1	-0.9	0.0	-0.2	-3
CCOC(=O)c1[nH]c(C)c(C(=O)NC2CCN(C(=O)OCC)CC2)c1C
    0.1	-8	1	-1.8	·	·	-0.5	i	-9
C=CCOc1c(Br)cc(CNn2c(C)n[nH]c2=S)cc1OCC
    0.4	-14	3	2.1	-0.6	0.7	-3.7	-0.3	-3
O=C(Cc1cccc(NC(=O)C2CCN(C(=O)C3CC3)CC2)c1)Nc1cccc(C(=O)N2CCCCC2)c1
    -1.5	14	7	·	1.3	0.8	0.9	i	-2
CC(=O)Oc1ccc2c(c1)C(=O)CCCCCC(=O)O2
    ·	8	-2	·	0.4	1.2	-0.3	-2.6	9
Cc1ccc(C(=O)N(CN2CCCC2=O)c2ccccc2)cc1
    1.2	3	1	-2.7	·	1.2	1.2	i	7
O=C(Cc1ccc([N+](=O)[O-])cc1)N1CCN=C1SCc1ccccc1
    -0.5	6	-2	-2.0	·	0.5	-2.0	-0.2	-3
COc1cc(/C=N/N2CCN(c3ccccc3)CC2)cc(OC)c1OC(C)=O
    1.3	2	1	-2.9	0.1	1.2	0.5	-3.8	6
CSc1ccccc1C(=O)NC1CC2CCC1C2 (centres undefined)
    -1.0	-1	-2	3.3	-0.3	·	-0.6	-0.5	-6
O=C(Nc1nccs1)c1ccc(Cl)nc1
    -0.4	-7	-1	0.3	1.8	-0.3	·	0.5	6
COc1cc(/C=N/NC(=O)c2nc(-c3ccccc3)n(-c3ccccc3)n2)ccc1O
    0.9	17	-1	1.5	-1.0	·	-0.2	0.9	30
CCCOc1ccc(C(=O)CCNc2ccc(C)c(Cl)c2)cc1
    -1.1	-6	-1	1.3	·	·	-2.5	i	-2
CCC(C)c1ccc(NC(=O)CC(C)=O)cc1 (centres undefined)
    0.3	7	0	-1.3	-5.0	·	-1.1	2.9	5
